ERK EGF block – blocks ERK signaling stimulated by EGF; HEK293-V1b, EGF-stimulated phospho-ERK AlphaScreen; Potency, µM (highest dose often 11.5 µM), without a hit: top-dose activity change, negative = inhibition, hits mostly inhibitors; 0.41% of 130,000 active; active means well fitted inhibition curve with a large enough effect; inconclusive means small, poorly fitted or top-dose-only effect, or effect the other way;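 further: plate controls were stimulated vehicle wells for no effect and unstimulated vehicle basal for full effect; nearly all actives have a fitted effect of over 55% in size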
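EGF-stimulated (25 nM, 5 min) phospho-ERK in HEK293 cells stably expressing V1b, cells pretreated 30 min with compound at 37C. Homogeneous AlphaScreen read on lysates.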
An asterisk follows results filed as active; ? = inconclusive; [ ] = dose if it differs, or a comment. Potency means the concentration at half of the fitted maximal effect. Only part of the results is shown (hit frequency here may not be typical).

compound | ERK EGF block
COc1ccc(N(C)C(=O)c2cc3c(Cl)nc4ccccc4c3s2)cc1 | 6%
Cn1ccnc1C1CCCCN1C(=O)c1cc(COc2ccc(F)cc2Cl)on1 (stereo unspecified) | 2%
CCn1cc(/C=N\NC(=O)c2ccc(F)cc2)cn1 | 7%
CC(=O)c1c(C)nn(-c2ccccc2)c1C | -6%[57.5 µM]
Nc1nc(-c2cccnc2)nn1C(=O)c1ccc(F)cc1 | -20%
CCOc1cc(C2C3=C(CCCC3=O)Nc3ccc4ncccc4c32)ccc1O (stereo unspecified) | 1%
Cc1ccc2cc(C#N)c(N3CCN(C)CC3)nc2c1 | 6%
CC(C)=CCN1CCN(Cc2nc(-c3ccc(F)cc3)cs2)CC1CCO (stereo unspecified) | ?
Cc1ccccc1CNC(=O)/C=C\C(=O)O | -11%
CN=C1C([N+](=O)[O-])=CC=C2C1=NC1(CCCCC1)N2O | 15%
COCCn1c(=O)c(-c2ccc(OC)cc2)nc2cnc(Oc3ccc(OC)cc3)nc21 | -6%
Cc1cc(F)c(F)c(C(=O)N2CCOCC2)c1 | 11%
O=C1CSC(c2cccc([N+](=O)[O-])c2)N1c1ccc(O)cc1 (stereo unspecified) | 1%
O=C(CCn1cnc(-c2ccccc2)c1-c1ccccc1)N/N=C/c1ccccc1O | 1%
CN(C(=O)c1ccc(OC2CCN(S(=O)(=O)N(C)C)CC2)cc1)C1CCCCC1 | -4%
Cc1sc2ncnc(N/N=C/c3ccc(O)cc3)c2c1C | -2%
COc1cc(C2C(C#N)=C(N)Oc3cc(N)ccc32)cc(OC)c1OC (stereo unspecified) | -1%
Cc1cc(/C=C2/NC(=O)N(c3ccccc3)C2=O)c(C)n1C(C)C | 7%
CC(C)(O)C#Cc1ncc(C(F)(F)F)cc1Cl | -6%
Cc1ccc(NC(=S)N(Cc2ccccc2)C(C)C)cc1 | 10%[57.5 µM]
CCS(=O)(=O)c1nc(S(=O)(=O)c2ccc(Cl)cc2)c(N2CCc3ccccc3C2)s1 | -6%
COc1cccc(N=Nc2c(=O)[nH]n3c(=O)c4c([nH]c23)CCC4)c1 | 0%
O=C(Cc1ccc(S(=O)(=O)N2CCCC2)s1)N1CCN(c2ccc(F)cc2)CC1 | -6%
O=C(NCCC(c1ccccc1)c1ccccc1)c1cccs1 | -2%
Cc1cccnc1NC(=S)Nc1ccc(F)cc1F | 3%

Grouped by structure, those above with an aryl methoxy group.
compound | ERK EGF block
COc1ccc(N(C)C(=O)c2cc3c(Cl)nc4ccccc4c3s2)cc1 | 6%
COCCn1c(=O)c(-c2ccc(OC)cc2)nc2cnc(Oc3ccc(OC)cc3)nc21 | -6%
COc1cc(C2C(C#N)=C(N)Oc3cc(N)ccc32)cc(OC)c1OC (stereo unspecified) | -1%
COc1cccc(N=Nc2c(=O)[nH]n3c(=O)c4c([nH]c23)CCC4)c1 | 0%

Given field by field: entries from further up.
SMILES: CC(C)=CCN1CCN(Cc2nc(-c3ccc(F)cc3)cs2)CC1CCO (stereo unspecified)
  ERK EGF block = ?
SMILES: Cc1ccccc1CNC(=O)/C=C\C(=O)O
  ERK EGF block = -11%

Part of the list above in order of count of non-hydrogen atoms, high to low.
compound | ERK EGF block
COCCn1c(=O)c(-c2ccc(OC)cc2)nc2cnc(Oc3ccc(OC)cc3)nc21 | -6%
CCS(=O)(=O)c1nc(S(=O)(=O)c2ccc(Cl)cc2)c(N2CCc3ccccc3C2)s1 | -6%
COc1ccc(N(C)C(=O)c2cc3c(Cl)nc4ccccc4c3s2)cc1 | 6%
Nc1nc(-c2cccnc2)nn1C(=O)c1ccc(F)cc1 | -20%
CC(C)(O)C#Cc1ncc(C(F)(F)F)cc1Cl | -6%

Further structures follow:
compound | ERK EGF block
Cc1ccc(C)c(NS(=O)(=O)c2ccc(NC(=O)c3ccco3)cc2)c1 | -1%
O=C(Nc1ccc(F)cc1)c1sc(Cl)nc1-c1ccccc1 | 2%
COc1cc(C(=O)NCC(=O)N/N=C/c2cccc(OC(=O)c3ccco3)c2)cc(OC)c1OC | -19%
COc1ccc(/C=C/C(=O)NC2CCCCCCC2)cc1S(=O)(=O)N1CCOCC1 | -3%
COc1ccc(NC(=O)CCCC(=O)O)cc1Cl | 1%
O=[N+]([O-])c1nn(-c2ccccc2)[n+]([O-])c1N1CCN(c2ccccc2)CC1 | 12%
Cc1cccc(-n2c(C)nc3cc(C(=O)NCc4ccc5c(c4)OCO5)ccc32)c1 | 5%
CCOc1ccc(NC(=O)CSc2nnc(N)s2)c([N+](=O)[O-])c1 | 3%
O[C@@](CCN1CCCC1)(c1ccccc1)C1CCCCC1 | 5%[25.7 µM]
CCC(=O)N/N=C(\C)CC(=O)Nc1ccc(F)cc1 | -7%
Cc1ncc([N+](=O)[O-])n1Cc1ccc(Cl)cc1 | 0%
CN1CCN(C(=O)CCN2C(=O)/C(=C/c3ccccc3Cl)SC2=S)CC1 | -9%
CNC(=S)N(CCc1cccc(C)c1)Cc1cc2cc(OC)c(OC)cc2[nH]c1=O | 1%
O=C(O)/C=C/C(=O)NCC1CCC(CNC(=O)/C=C/C(=O)O)CC1 (stereo unspecified) | 3%[57.5 µM]
Cc1ccc(S(=O)(=O)Nc2ccc(NC(=O)c3cccs3)cc2)cc1 | -6%
OC(CNCCC1C=Nc2ccccc21)Cn1c2ccc(Cl)cc2c2cc(Cl)ccc21 (stereo unspecified) | 22µM*
Cc1ccc2occ(-c3nn[nH]n3)c(=O)c2c1 | 2%
COc1ccc(C(=O)C2CCCN(S(=O)(=O)C(C)C)C2)c(C)c1 (stereo unspecified) | -11%
O=C(/C(=N\Nc1ccc(Br)cc1)Sc1nnnn1-c1ccccc1)c1ccccc1 | 7%
CC(C)(C)CC(C)(C)NC(=O)c1ccc2snnc2c1 | 9%[57.5 µM]
S=C(Nc1ccccc1)N1CCN(C/C=C/c2ccccc2)CC1 | 4%
CCOc1ncccc1C(=O)N1CCN(C(c2ccccc2)c2ccccc2)CC1 | ?
Cc1ccc(S(=O)(=O)N(Cc2ccccc2)c2ccccc2C(=O)Nc2ccccc2C(=O)NCc2ccco2)cc1 | -2%
Cc1ccc(C(=O)NC2CCc3ccccc3C2=O)cc1 (stereo unspecified) | -1%
Cc1nn(C)c(Cl)c1CN1CCC(CO)(CCOc2ccccc2)CC1 | 2%
S=C(N/N=C/c1ccccc1)N1CCOCC1 | 10%
CNC(=O)CSc1cnc2ccccc2n1 | -1%
CCC(C)(C)NC(=O)CCCSc1nc2ccccc2[nH]1 | 5%[57.5 µM]
Cc1ccc(C(=O)C[n+]2cccc(C(N)=O)c2)cc1 | 7%[57.5 µM]
Cc1ccc(CN2CCN(C/C=C/c3ccc(F)cc3)CC2CCO)o1 (stereo unspecified) | 1%
CCOC(=O)c1ccc(S(=O)(=O)NCC(C)(C)N2CCOCC2)cc1 | -3%
CC1CN/C(=C\C(=O)c2ccc(Cl)cc2)C(=O)N1 (stereo unspecified) | -6%
CCCCN1C(=O)/C(=C(/C#N)C(N)=O)c2ccccc21 | -5%
O=C(CSc1nccc(=O)[nH]1)Nc1ccc(S(=O)(=O)N2CCOCC2)cc1 | -1%
OCCC1CN(Cc2ccc3nsnc3c2)CCN1C1CCCCC1 (stereo unspecified) | -6%[57.5 µM]
Cc1cc(C)cc(N2C(=O)CC(Sc3ccccc3C(=O)O)C2=O)c1 (stereo unspecified) | 1%[57.5 µM]
Cc1ccnc(SCc2cc(=O)c(OC(=O)c3cc([N+](=O)[O-])ccc3Cl)co2)n1 | -7%
CCOc1nc2cccc(C(=O)OC(C)OC(=O)OC3CCCCC3)c2n1Cc1ccc(-c2ccccc2-c2nn[nH]n2)cc1 (stereo unspecified) | ?
Cc1ccc2nc(NC(=O)c3ccc(S(=O)(=O)N4CCCc5ccccc54)cc3)sc2c1 | -6%
O=C(NNC(=O)c1c(F)cccc1F)c1ccccc1-n1cccc1 | 1%
Cc1nc(CSc2nsc(/C=C/N(C)C)c2C#N)cs1 | -6%
CC12CCC(=O)N1C(C(=O)OCC(=O)Nc1ccc(Cl)c(Cl)c1)CS2 (stereo unspecified) | -2%
CCOC(=O)C1=C(O)C(=O)N(c2ccccc2)C1c1cccc([N+](=O)[O-])c1 (stereo unspecified) | 11%[57.5 µM]
Cc1cccc(OCC(=O)NNC(=O)C2CCCCC2C(=O)O)c1 (stereo unspecified) | 5%
Cc1ccnc(NS(=O)(=O)c2ccc(Cl)nc2)c1 | 8%[57.5 µM]
O=C(CN1CCN(c2ccccc2O)CC1)NC(c1ccccc1)c1ccccc1 | -6%
Cc1ccc(-n2c(Cn3c(C)nc4ccccc43)n[nH]c2=S)cc1 | 1%
O/N=C/c1ccc(-c2cc(Cl)ccc2Cl)o1 | 8%
CC(=O)c1sc(C(C)(C)C)cc1NC(=O)c1ccccc1C(=O)O | 3%[57.5 µM]
O=C1c2cccc3cccc(c23)C(=O)N1CCN1CCN(CC(O)COc2ccc3ccccc3c2)CC1 (stereo unspecified) | 1%

(listing goes on)
compound | ERK EGF block
NS(=O)(=O)c1ccc(CNC(=S)NCc2ccc(Cl)cc2)cc1 | 6%
Cc1ccc(O)c(C(=O)c2cnc3c(c2)COc2ccc(C)cc2-3)c1 | ?
CC(C)c1nc(SCC(=O)N2CCc3ccccc32)n[nH]1 | -6%
CCC(C)(C(=O)NC1CCCCC1)N(C(=O)Cc1cccs1)c1ccccc1 (stereo unspecified) | 6%
O=C(CSc1ncccn1)Nc1ccc2c(c1)CCC2 | -6%[57.5 µM]
CCC(N=c1cc(-c2ccc(OC)c(OC)c2)oc2ccc(C)cc12)C(=O)O (stereo unspecified) | 8%
O=C(C1=C[C@@H](C2CC2)C[C@@H](OCc2ccc(CO)cc2)O1)N1CCN(Cc2ccc3c(c2)OCO3)CC1 | 2%[57.5 µM]
O=C(CCn1nc(-c2ccc(F)cc2)ccc1=O)NCc1ccccc1 | 18%[57.5 µM]
NC(=O)COC(=O)CNC(=O)c1cc(Cl)cc([N+](=O)[O-])c1 | -1%
Cc1nn(C)c(C)c1CN(C)S(=O)(=O)c1ccc(F)cc1 | -8%
Cc1cccc(C)c1NC(=O)C1=C(O)c2sccc2N(C)S1(=O)=O | -7%
Cc1cc(C)c(S(=O)(=O)N2CCOC2CNC(=O)C(=O)NCc2ccco2)c(C)c1 (stereo unspecified) | 8%
COc1cc2c(cc1/C=C1/NC(=O)N(CC(=O)Nc3ccccc3)C1=O)OCO2 | 5%
CN(C1CCCC1)C1CCN(C(=O)CNC(=O)/C=C/c2ccccc2)CC1 | 17%
O=C(CSc1nc(-c2ccccc2)nc2ccccc12)Nc1cccc(C(=O)O)c1 | 3%
COc1cccc(C(=O)Nc2cc(C)c3c(=O)oc4ccccc4c3n2)c1 | -5%[57.5 µM]
CC(=O)C1=C(S(=O)(=O)c2ccc(C)cc2)CS(=O)(=O)C1 | -13%
COc1ccccc1NC(=S)N(Cc1cccnc1)Cc1ccccc1Cl | -1%
Cc1ccc(C)c(NC(=O)Cn2nc([N+](=O)[O-])c(Br)c2C)c1 | 6%
Cn1c(SCc2ccc(F)cc2)nnc1-c1cnccn1 | -3%[57.5 µM]
O=C(CSc1ccccn1)N1CCc2ccccc21 | 4%
O=C1CN(C(=O)CSc2nc3cc(Cl)ccc3c(=O)n2Cc2ccccc2)c2ccccc2N1 | -6%
C/C(O)=C(/C=NCC(=O)O)C(=O)Nc1nccs1 | -2%
CC(C)COC(=O)Nc1nnc(Cc2ccccc2)s1 | 6%
CC(NC(=O)CSc1nc2ccc(N)cc2s1)c1ccccc1 (stereo unspecified) | 2%
C[C@H](CCC(=O)O)[C@H]1CC[C@H]2[C@@H]3C(=O)C[C@@H]4CC(=O)CC[C@]4(C)[C@H]3CC(=O)[C@]12C | -14%[57.5 µM]
O=C(/C(=C(\O)c1ccccc1)c1ncc[nH]1)c1ccccc1 | 5%
CC(=O)c1cccc(NC2c3ccccc3C(=O)N2Cc2ccco2)c1 (stereo unspecified) | -7%[57.5 µM]
O=C(Oc1ccc(-c2csnn2)cc1)C1CC1 | 5%[57.5 µM]
CCOC(=O)c1c(-c2ccccc2)csc1NC(=O)CSc1nc(C)cc(C)n1 | -2%
Cc1ccc(S(=O)(=O)CC(=O)Nc2c(C)n(C)n(-c3ccccc3)c2=O)cc1 | -9%
Cc1noc(C)c1C(=O)N1CCC[C@@]2(CCN(C(=O)Nc3cccc(F)c3)C2)C1 | 2%
CCCCCC(=O)OCCc1c(C)nc2nc[nH]n2c1=O | 1%
Cc1ccc(S(=O)(=O)NCC(=O)OCC(=O)c2cc(C)n(-c3ccccc3)c2C)cc1 | 4%
Cc1cc(NC(=O)Nc2cc(F)ccc2F)no1 | -4%[57.5 µM]
N/C(=N\N=C\c1cccc(O)c1)c1nonc1N | -2%
CCOC(=O)N1CCN(C(=O)CN(c2ccccc2OC)S(=O)(=O)c2ccc(OC)cc2)CC1 | 0%
COc1cc(CN2CCN(c3cccc(C)c3C)CC2)cc([N+](=O)[O-])c1O | 2%
Oc1ccc(Br)cc1-c1cc(-c2ccccc2Cl)[nH]n1 | 10%[57.5 µM]
C/C=C/C=C/C(=O)N1CC2(CC(c3cccc(NC(=O)CCCCC)c3)=NO2)C[C@H]1C(N)=O (stereo partly specified) | -8%[57.5 µM]
Cc1ccc(CNC(=O)Cn2cccc2C(=O)c2ccccc2C)cc1 | 5%
O=c1[nH]c(SCc2cccc(F)c2)nc2ccccc12 | 1%[57.5 µM]
CC(NC(=O)C(C)N1C(=O)C2C3CC(C(Br)C3Br)C2C1=O)c1ccccc1 (stereo unspecified) | 0%
